# DENV2 CPE rescue: protects cells from dengue virus 2 cytopathic effect; DENV2-infected cells, cytopathic effect rescue, plate reader; AID 651640; actives 1.7% (n = 350,000); CPE inhibition, % at 9.99 µM; in the data active means CPE inhibition above about 20%, passing the limit was not always enough; inconclusive means no clear call, values can overlap the other calls; tested in BHK-21 cells;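 further: 0% = median of neutral control wells and 100% = median of positive control wells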
# Statin myotox sup: suppression of simvastatin myotoxicity; AID 602340; rescue of ATP level, % at 7.49 µM; actives 0.78% (n = 330,000); C2C12 myotubes + simvastatin, ATP luminescence, 48 h; scaled: DMSO 0, geranylgeraniol control 100;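 active means mean ATP rescue above about 67%, or every replicate alone reaching that limit, limit read from the data, passing the limit was not always enough; inconclusive means no clear call, values can overlap the other calls; inactive means mean under the limit and some replicate under it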;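 further: myotubes were challenged with 10 µM simvastatin during compound exposure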
# S100A4 MyoIIA: blocks human S100A4 binding to myosin IIA peptide. P26447. S100A4/TAMRA-MyoIIA peptide fluorescence polarization. inhibition, % at 10.7 µM. actives 0.14% (n = 360,000). AID 652163;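 active means mean inhibition of at least 70% across replicates, with every replicate also reaching that level; inconclusive means mean inhibition reaches 70% but some replicates fall short; inactive means mean inhibition below 70%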
# Target sequence (P26447 whole entry, looked up): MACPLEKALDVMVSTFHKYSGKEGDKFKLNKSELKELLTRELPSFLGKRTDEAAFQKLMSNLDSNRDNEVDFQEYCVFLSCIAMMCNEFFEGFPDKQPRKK
#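 Material: S100A4 monomer (human). Medium: Calcium-containing HEPES buffer, pH 7.2. Probe or stimulus: labelled myosin peptide probe, 5 nM. Compound dosing: one concentration per compound. Timing: polarization read 5 min after assay mix addition, stable 5–60 min. Benchmarks: DMSO as neutral control, TFP as positive control.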
# PglD DTNB: blocks C. jejuni PglD acetyltransferase activity; inhibition, % at 12.5 µM; AID 602405; actives 0.098% (n = 360,000); purified PglD enzyme, DTNB colorimetric CoA detection; in the data active means inhibition above about 16%, passing the limit was not always enough; inconclusive means no clear call, values can overlap the other calls; further: strong numbers were not always called active
# E-sel inducer: E-selectin induction on HUVECs | HUVEC E-selectin immunofluorescence imaging; normalized: neutral wells 0, TNF-alpha wells 100 | P16581 | actives 0.37% (n = 260,000) | activation, % at 7.58 µM;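 active means mean E-selectin-positive cell signal at least 10% of the positive control, reached in at least 60% of replicates, without over 20% cell loss; inconclusive means no rule given, readout overlaps actives, possibly toxicity-flagged; inactive means the rest, including those meeting only one limit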;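 further: in these data hits start at about 27%; measured in HUVEC primary endothelial cells; signal is the percent of cells scored E-selectin positive by PE staining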
#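 System: HUVEC / Compound: single concentration / Signal: immunofluorescence imaging / Read-out: percent E-selectin-positive cells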
# ERp5 inh: inhibitors of human ERp5 | ERp5 insulin aggregation, absorbance 650 nm, 90 min | inhibition, % at 9.99 µM | actives 0.05% (n = 350,000);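 active means mean replicate inhibition above about 25%, with every replicate also reaching it, limit read from the data, passing the limit was not always enough; inconclusive means only one of those two criteria met; inactive means neither criterion met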
# Target sequence (Q15084 whole entry, looked up): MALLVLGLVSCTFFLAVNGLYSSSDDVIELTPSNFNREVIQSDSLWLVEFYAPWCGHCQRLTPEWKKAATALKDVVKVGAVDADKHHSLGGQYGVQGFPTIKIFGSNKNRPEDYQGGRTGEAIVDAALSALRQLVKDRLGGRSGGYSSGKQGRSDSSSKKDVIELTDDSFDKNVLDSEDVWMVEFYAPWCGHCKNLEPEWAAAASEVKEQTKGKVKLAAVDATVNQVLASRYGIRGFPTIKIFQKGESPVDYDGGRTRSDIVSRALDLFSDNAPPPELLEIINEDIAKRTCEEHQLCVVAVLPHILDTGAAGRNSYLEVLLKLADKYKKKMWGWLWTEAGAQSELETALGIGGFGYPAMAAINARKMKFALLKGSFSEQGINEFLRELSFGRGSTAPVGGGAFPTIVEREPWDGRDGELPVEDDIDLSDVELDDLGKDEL
# SIRT5 block: sirtuin-5 (human) deacylase inhibition; Q9NXA8; AID 652115; inhibition, % at 15 µM; actives 1.1% (n = 330,000); Purified SirT5, succinyl-peptide AMC, trypsin-coupled fluorescence; in the data active means inhibition above about 15%; inconclusive means no clear call, values can overlap the other calls
# Target sequence (Q9NXA8 whole entry, looked up): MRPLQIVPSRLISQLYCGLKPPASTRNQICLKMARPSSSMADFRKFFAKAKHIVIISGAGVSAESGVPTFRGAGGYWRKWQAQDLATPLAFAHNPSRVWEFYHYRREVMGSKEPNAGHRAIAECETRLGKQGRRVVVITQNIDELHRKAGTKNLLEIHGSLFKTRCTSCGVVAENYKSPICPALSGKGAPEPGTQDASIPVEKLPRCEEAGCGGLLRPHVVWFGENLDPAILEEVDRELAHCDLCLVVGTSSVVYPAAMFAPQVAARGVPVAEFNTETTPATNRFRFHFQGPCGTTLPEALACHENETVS
# An asterisk follows results filed as active; ? = inconclusive; . = no result given; & = joins results of further samples.
molecule	S100A4 MyoIIA	Statin myotox sup	SIRT5 block	PglD DTNB	E-sel inducer	ERp5 inh	DENV2 CPE rescue
O=C(Nc1cc(Br)ccc1O)c1cc(-c2ccccc2)on1	14	4	1	-3	-0.1	6	5
CCCC#Cc1ccc2c(c1)O[C@@H](CN(C)S(=O)(=O)c1cccc(OC)c1)[C@@H](C)CN([C@@H](C)CO)S2(=O)=O	29	-29	-5	-3	98*	-2	12
COC(=O)c1cc(-c2cccc([N+](=O)[O-])c2)c2c(=O)n(C)c(=O)n(C)c2n1	-2	-4	-4	3	0.2	4	0
Nc1ncnc(SCc2c(F)cccc2Cl)n1	-5	.	.	-2	0.2	5	?
CNC(=O)c1cc(S(=O)(=O)Nc2ccc3c(c2)OCCO3)ccc1C	-3	4	-2	6	.	7	3
C/C=C/c1ccc2c(c1)O[C@H](CN(C)C(=O)Nc1ccc(F)cc1)[C@@H](C)CN([C@@H](C)CO)S2(=O)=O	1	-43	-2	-1	-0.2	2	-1
Cc1nnc(NC(=O)CSc2nnc(Cc3cccn3C)n2CCc2ccccc2)s1	-1	6	3	-1	.	2	4
Cc1[nH]nc(N)c1-c1ccccc1	7	.	.	.	.	-1	1
COCC(=O)N(C)C[C@H]1Oc2ncc(C#Cc3ccccc3)cc2C(=O)N([C@@H](C)CO)C[C@@H]1C	-19	18	2	-1	0.0	3	16
Cc1ccc(CN2CCN(Cc3cn[nH]c3-c3ccccc3)CC2CCO)o1 (stereo not drawn)	1	-3	.	-3	.	5	-3
O=C(CSc1cccc2cccc(Cl)c12)NC1=NCCS1	-2	.	0	.	.	?	-5
O=S(=O)(/N=C(/NS(=O)(=O)c1ccccc1)c1ccccc1)c1ccccc1	-5	11	9	2	.	0	14
COc1ccc(NC(=O)N(C)C[C@H]2OCCCC[C@H](C)Oc3ccc(NC(=O)Cc4ccccc4)cc3C(=O)N([C@@H](C)CO)C[C@H]2C)cc1	-20	.	3	7	-0.2	-2	7
O=C(CCNC(=O)c1ccc([N+](=O)[O-])cc1)Nc1ccc(N2CCOCC2)cc1N1CCOCC1	0	.	-6	.	.	-3	4
COc1ccc(NC(=O)N2CC(=O)N3[C@H](CO)[C@H](c4ccc(Br)cc4)[C@H]3C2)cc1	9	.	5	.	-0.3	-2	3
CN(C[C@H]1[C@@H](c2ccc(C3=CCCC3)cc2)[C@@H](CO)N1CCC(F)(F)F)S(C)(=O)=O	.	.	25*	.	0.6	-2	-4
CC(C)NC(=O)Nc1ccc2c(c1)C(=O)N([C@H](C)CO)C[C@@H](C)[C@@H](CN(C)S(=O)(=O)c1ccccc1)OCCCC[C@H](C)O2	-13	.	0	0	-0.1	0	2
O=c1c(Cc2ccccc2)c(O)ccn1CCc1cnc[nH]1	0	11	1	-5	.	-4	-6
Cc1cc(C)c(C)c(S(=O)(=O)N2CCN(C(=O)CCc3nc4ccccc4c(=O)[nH]3)CC2)c1C	-4	4	-4	4	-3.8	0	9
C[C@@H]1CN([C@H](C)CO)C(=O)c2cc(NC(=O)CCCN(C)C)ccc2O[C@@H]1CN(C)S(=O)(=O)c1ccc(Cl)cc1	7	-8	0	1	-0.6	-4	-18
O=C(Cn1cncn1)N/N=C/c1cccnc1	5	.	-6	1	.	-1	-2
Cc1ccc2nc(-c3ccccc3)cc(C(=O)N3CCN(S(=O)(=O)c4c(C)noc4C)CC3)c2c1	0	22	-2	-2	.	-2	0
C[C@H]1CN([C@@H](C)CO)C(=O)c2cc(NC(=O)Cc3ccccc3)ccc2O[C@@H]1CN(C)Cc1ccncc1	1	6	1	5	-1.6	0	-2
COc1ccc(NC(=O)Nc2ccc3c(c2)C(=O)N([C@@H](C)CO)C[C@H](C)[C@@H](CN(C)S(=O)(=O)c2ccc(F)cc2)O3)cc1	.	-13	.	3	-15	.	-10
CCSc1nnc(NC(=O)[C@@H](NC(=O)c2cc(OC)cc(OC)c2)C(C)C)s1	6	3	7	.	.	8	.
COC(=O)c1ccc(CN2CC(=O)N3[C@@H](CO)[C@H](c4ccc(-c5cccnc5)cc4)[C@@H]3C2)cc1	3	.	-3	.	0.1	0	?
O=C(C[C@H]1C=C[C@@H](NS(=O)(=O)c2ccccc2)[C@@H](CO)O1)N1CCC(Cc2ccccc2)CC1	-1	.	1	.	-0.6	6	11
Cc1cc(NC(=O)CSc2nc3c(c(=O)n2-c2ccccc2)SC(C)C3)no1 (stereo not drawn)	1	4	5	-2	0.0	-8	2
COc1cccc(C2C(C(=O)c3cccs3)=C(O)C(=O)N2CCN2CCOCC2)c1 (stereo not drawn)	-3	-1	-6	-2	0.1	-1	-3
COc1ccc(N=c2oc3cc(O)ccc3cc2C(=O)NCC2CCCO2)c(OC)c1 (stereo not drawn)	.	-26	.	1	-2.4	.	.
O=C1Cc2cc(S(=O)(=O)N3CCN(c4ccc(C(=O)O)cc4)CC3)ccc2N1	-21	-3	0	-6	-0.2	10	7
COc1ccc(N2C(=O)CC(N3CCN(c4ccc(Cl)cc4)CC3)C2=O)cc1 (stereo not drawn)	-4	-9	-1	-1	.	4	3
Cc1ccc(-c2ccc3c(c2)O[C@@H](CN(C)S(C)(=O)=O)[C@H](C)CN([C@@H](C)CO)S3(=O)=O)cc1	-34	-21	-2	-2	0.0	8	8
O=C1CCCN2N=C(SCC(=O)Nc3cccc(C(F)(F)F)c3)SC2=N1	-6	0	-1	5	0.3	0	0
COCC(=O)Nc1ccc2c(c1)C(=O)N(C)C[C@@H](OC)[C@H](C)CN(C(=O)Cc1cccnc1)[C@H](C)CO2	1	11	-3	2	0.0	7	17
COc1cccc(-c2nnn(CC(=O)N3CCCCC3)n2)c1	0	-2	-1	0	.	-2	0
O=C(C1CC1)N1N=C(C2CCCCC2)CC1(O)C(F)(F)F (stereo not drawn)	-5	.	-1	.	.	10	3
O=[N+]([O-])c1ccc(/C=N/N=C/c2ccc([N+](=O)[O-])o2)o1	-7	.	-2	.	-1.3	0	-2
CC1Cc2cc(/C=C3/SC(=S)NC3=O)ccc2O1 (stereo not drawn)	1	.	4	-1	.	0	2
C[C@@H]1CCCCO[C@@H](CN(C)S(=O)(=O)c2ccc(Cl)cc2)[C@H](C)CN([C@@H](C)CO)C(=O)c2cc(NS(=O)(=O)c3ccccc3)ccc2O1	-6	.	21*	.	-0.1	6	8
CCC(C)(C)NC(=O)CN(C(=O)CCC(=O)Nc1nccs1)c1ccccc1C	-4	27	-1	-6	.	-3	-4
OCC1(CCc2ccccc2)CCN(Cc2cnc(N3CCCC3)s2)CC1	21	8	0	13	.	-8	-4
COc1ccc(N(CC(=O)Nc2cccc(F)c2)S(=O)(=O)c2c(C)[nH]c(=O)[nH]c2=O)cc1	-3	8	-1	8	.	6	9
Cc1ccc(S(=O)(=O)N2CCCCC2)cc1C(=O)OC(C)C(=O)NC1CCCCC1C (stereo not drawn)	4	-16	0	0	0.2	1	-2
CCCC#Cc1cnc2c(c1)C(=O)N([C@H](C)CO)C[C@@H](C)[C@H](CN(C)C(=O)c1ccc(F)cc1)O2	-11	-6	2	-3	0.1	0	-13
CN1CCC(=NNC(=O)CN(c2ccc(Oc3ccccc3)cc2)S(C)(=O)=O)CC1	-6	110*	-9	-2	0.7	-3	10
O=C(/C=C/c1ccccc1)CCN1CCOCC1	0	.	-4	.	0.2	3	17
CC1CCCC(NC(=O)c2cccc(S(=O)(=O)N3CCOCC3)c2)C1C (stereo not drawn)	-3	-8	.	6	0.0	-6	14
CCCCC(c1nc2ccccc2[nH]1)n1c(-c2ccccc2)nc2cc(C)c(C)cc21 (stereo not drawn)	3	2	-1	6	0.7	2	7
O=C(NC1CCCCC1)c1[nH]c(C(F)(F)F)nc1-c1ccccc1	-4	-4	-2	6	2.0	1	-1
CCOC(=O)C1CCN(Cc2ccc(F)cc2F)CC1	6	-3	6	1	.	-6	4
COCC(=O)Nc1ccc2c(c1)C(=O)N(C)C[C@H](OC)[C@@H](C)CN(Cc1cccc(F)c1)[C@@H](C)CO2	10	-5	-3	1	-0.3	-1	-4
Cc1ccc(C(=O)n2nc(C#N)c(C#N)c2N)cc1	0	.	-4	.	0.0	4	-2
C=CCC1(CC=C)CCCN1C(=O)CC1C(=O)NCCN1Cc1cccc(OC)c1OC (stereo not drawn)	-4	.	6	.	.	-3	-9
Brc1ccc(CN2C3=NCCCN3c3ccccc32)cc1	-1	.	-4	.	.	2	-4
COCC(=O)Nc1ccc2c(c1)OC[C@H](C)N(CC1CCCCC1)C[C@@H](C)[C@@H](OC)CN(C)C2=O	-6	-2	-2	0	0.1	0	-2

# Three entries already listed, sorted by length of the SMILES, rising.
molecule	S100A4 MyoIIA	Statin myotox sup	SIRT5 block	PglD DTNB	E-sel inducer	ERp5 inh	DENV2 CPE rescue
Cc1ccc(C(=O)n2nc(C#N)c(C#N)c2N)cc1	0	.	-4	.	0.0	4	-2
CCCCC(c1nc2ccccc2[nH]1)n1c(-c2ccccc2)nc2cc(C)c(C)cc21 (stereo not drawn)	3	2	-1	6	0.7	2	7
COCC(=O)Nc1ccc2c(c1)OC[C@H](C)N(CC1CCCCC1)C[C@@H](C)[C@@H](OC)CN(C)C2=O	-6	-2	-2	0	0.1	0	-2

# Other records follow:
molecule	S100A4 MyoIIA	Statin myotox sup	SIRT5 block	PglD DTNB	E-sel inducer	ERp5 inh	DENV2 CPE rescue
C[C@@H]1CN([C@H](C)CO)C(=O)Cc2cc(NC(=O)c3ccncc3)ccc2O[C@H]1CN(C)Cc1ccc(Oc2ccccc2)cc1	-1	26	5	1	2.6	-3	8
O=C(C[C@H]1C=C[C@H](NS(=O)(=O)c2ccccc2)[C@H](CO)O1)NCc1ccccc1F	9	4	-1	8	-0.2	1	12
COCCNC(=O)[C@H]1[C@H](CO)[C@H]2Cn3c(ccc(C4=CCCCC4)c3=O)[C@@H]1N2C(=O)C1CCCC1	-12	.	-22	.	0.6	1	-2
CCOc1ccc(CNC(=O)C2CCN(S(=O)(=O)c3ccc4c(c3)CCCC(=O)N4)CC2)cc1	-9	-18	-6	7	-0.3	1	-6
OC(Cc1cccc(Br)c1)c1ncc(-c2ccccc2C(F)(F)F)[nH]1 (stereo not drawn)	-2	0	.	6	-0.1	5	-9
COCc1cc(N2CCNC[C@@H]2C)ccc1N1C[C@@H](C)O[C@@H](C)C1	-21	.	-1	.	-0.1	2	-2
O=C(C1=C[C@H](c2coc3ccccc3c2=O)C[C@H](OCc2ccc(CO)cc2)O1)N1CCOCC1	4&2	6	-1	4&0	1.2	1&0	17&16
CNC[C@@H]1Oc2c(NC(=O)NC3CCCCC3)cccc2C(=O)N([C@H](C)CO)C[C@@H]1C	-3	1	6	-11	0.0	-3	-9
Cc1ccc(F)c(N=Cc2c(O)c3ccccc3oc2=O)c1	-5	-1	0	0	.	-2	3
CCOc1ccc2c(c1)C(=NNC(=O)c1ccccn1)c1cc(OCC)ccc1-2	-1	.	-12	.	.	2	-1
CO[C@H]1CC[C@H]2CCOc3ccc(C#N)cc3C(=O)N(C)C[C@H](C)C(=O)N(C)C[C@@H]1O2	0	-4	-4	2	-0.1	0	-5
COC(=O)[C@]1(C)N[C@H](CN(C)S(=O)(=O)c2ccc(C)cc2)[C@@H]2C(=O)N(C)C(=O)[C@@H]21	-3	-4	2	-1	.	-1	-1
Cc1cccc(-c2noc(CCCC(=O)NCC3CCCO3)n2)c1 (stereo not drawn)	5	22	1	6	.	7	7
Cc1ccc(CNC(=O)CN2C(=O)NC(C)(c3cccc(Br)c3)C2=O)cc1 (stereo not drawn)	-4	5	-3	5	-0.1	0	4
O=C(CCCN1C(=O)C(c2ccccc2)Oc2cccnc21)Nc1ccccc1Cl (stereo not drawn)	2	14	0	0	.	7	2

# Assay outcomes (PubChem)

# A portion of the library; rates above refer to the full screens.
